Bioassay records from PubChem.
USP7 inh: inhibitors of human USP7 deubiquitinase; Ubiquitin carboxyl-terminal hydrolase 7 (Homo sapiens), Q93009; purified USP7, Ub-rhodamine cleavage fluorescence; inhibition, % at 20 µM; 0.3% of 47,000 active; AID 1645854, 2021
USP8 inh: inhibitors of human USP8 deubiquitinase | Ubiquitin carboxyl-terminal hydrolase 8 (Homo sapiens), P40818 | purified USP8, Ub-rhodamine cleavage fluorescence, 30 min | inhibition, % at 20 µM | 4.2% of 47,000 active
Target sequence (P40818 whole entry, looked up): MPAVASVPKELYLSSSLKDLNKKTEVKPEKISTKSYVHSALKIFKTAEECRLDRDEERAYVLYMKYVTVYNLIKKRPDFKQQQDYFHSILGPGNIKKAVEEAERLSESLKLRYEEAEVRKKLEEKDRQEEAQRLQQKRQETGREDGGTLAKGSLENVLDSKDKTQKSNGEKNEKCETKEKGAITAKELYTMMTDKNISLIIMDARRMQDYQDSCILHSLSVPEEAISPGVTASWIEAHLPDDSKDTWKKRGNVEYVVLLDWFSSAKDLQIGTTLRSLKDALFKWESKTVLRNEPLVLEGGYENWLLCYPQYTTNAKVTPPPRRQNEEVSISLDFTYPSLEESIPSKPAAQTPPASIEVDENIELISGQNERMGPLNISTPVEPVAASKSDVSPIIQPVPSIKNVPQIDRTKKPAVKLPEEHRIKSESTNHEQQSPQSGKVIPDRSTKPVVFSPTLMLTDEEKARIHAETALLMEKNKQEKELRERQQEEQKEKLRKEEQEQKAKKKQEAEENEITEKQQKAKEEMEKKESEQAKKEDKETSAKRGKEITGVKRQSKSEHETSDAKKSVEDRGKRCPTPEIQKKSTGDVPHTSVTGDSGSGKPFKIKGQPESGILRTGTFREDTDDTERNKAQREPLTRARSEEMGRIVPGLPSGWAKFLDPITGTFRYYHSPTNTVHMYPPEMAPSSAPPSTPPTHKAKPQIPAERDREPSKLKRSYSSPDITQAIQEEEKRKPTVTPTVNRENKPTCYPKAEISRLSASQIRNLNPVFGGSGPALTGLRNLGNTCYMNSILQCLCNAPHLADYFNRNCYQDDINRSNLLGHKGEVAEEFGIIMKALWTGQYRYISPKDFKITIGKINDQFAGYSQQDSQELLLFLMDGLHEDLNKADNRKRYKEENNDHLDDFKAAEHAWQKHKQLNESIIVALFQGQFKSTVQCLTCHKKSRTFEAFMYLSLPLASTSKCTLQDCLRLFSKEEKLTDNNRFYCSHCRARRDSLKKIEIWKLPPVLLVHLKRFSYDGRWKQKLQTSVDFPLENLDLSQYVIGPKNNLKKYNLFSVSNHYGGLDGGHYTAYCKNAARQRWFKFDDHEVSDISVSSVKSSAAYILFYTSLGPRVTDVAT
USP17 block: inhibitors of human USP17 deubiquitinase; purified USP17, Ub-rhodamine cleavage fluorescence, 3 h; Ubiquitin carboxyl-terminal hydrolase 17-like protein 5 (Homo sapiens), A8MUK1; 6.5% of 47,000 active; AID 1645855, 2021; inhibition, % at 50 µM
OTUD3 inh: inhibitors of human OTUD3 deubiquitinase. 0.7% of 47,000 active. purified OTUD3, Ub-rhodamine fluorescence, 2 h. inhibition, % at 25 µM. OTU domain-containing protein 3 (Homo sapiens), Q5T2D3
USP28 inh: inhibitors of human USP28 deubiquitinase. Ubiquitin carboxyl-terminal hydrolase 28 (Homo sapiens), Q96RU2. purified USP28, Ub-rhodamine cleavage fluorescence, 30 min. inhibition, % at 25 µM. 3% of 47,000 active
UCHL1 block: inhibitors of human UCHL1 deubiquitinase | Ubiquitin carboxyl-terminal hydrolase isozyme L1 (Homo sapiens), P09936 | purified UCHL1, Ub-rhodamine cleavage fluorescence | inhibition, % at 20 µM | 0.2% of 47,000 active
USP30 block: inhibitors of human USP30 deubiquitinase. Ubiquitin carboxyl-terminal hydrolase 30 (Homo sapiens), Q70CQ3. purified USP30, Ub-rhodamine cleavage fluorescence. inhibition, % at 25 µM. 5.3% of 47,000 active
USP10 block: inhibitors of human USP10 deubiquitinase; Ubiquitin carboxyl-terminal hydrolase 10 (Homo sapiens), Q14694; purified USP10, Ub-rhodamine fluorescence, 60 min; inhibition, % at 20 µM; 1.1% of 47,000 active; AID 1645856, 2021
* = called active by the depositor; . = not tested or not shown. Rule as the data show it: active = inhibition above about 30%; inactive = the rest.

# | structure | USP8 inh | USP7 inh | USP30 block | USP10 block | UCHL1 block | OTUD3 inh | USP17 block | USP28 inh
1 | CC(=O)c1ccc(NS(=O)(=O)c2c(C(=O)N3CCC(C)CC3)c(C)n(C)c2C)cc1 | -12 | -5 | -12 | 1 | -3 | -5 | -7 | -7
2 | CN(C)C(=O)c1sc2ccccc2c1C1CCN(S(=O)(=O)c2cnn(C)c2)C1 (centres undefined) | 0 | 1 | 10 | -3 | -2 | 11 | 1 | 1
3 | O=C(Cc1nnc(-c2ccc3ncccc3c2)o1)NCc1ccccc1 | -7 | 0 | -5 | -6 | 12 | 0 | 0 | 0
4 | CC1(C)CC(=O)c2ccc(OCc3ccc(F)cc3)cc2O1 | -11 | -142 | 1 | 9 | 2 | -1 | 1 | 22
5 | CN1CCN(c2ccc(S(=O)(=O)N3CCCCC3)cc2NC(=O)Cc2ccc(Cl)cc2)CC1 | -144 | 2 | 17 | -4 | 7 | 5 | 8 | 9
6 | COc1cc(=O)n2c(c1C(=O)Nc1ccc(F)c(C)c1)CCCC2 | -44 | -2 | -11 | -1 | -3 | -11 | -13 | -5
7 | COc1ccc(C(=O)N2CCC3(C2)C(=O)N(C)c2ccccc23)cc1 (centres undefined) | -1 | -4 | . | -2 | 0 | -5 | -15 | .
8 | CC(C)c1ccc(NC(=O)COC(=O)c2ccc(NS(=O)(=O)c3ccc4c(c3)OCCO4)cc2)cc1 | -8 | 17 | 24 | 51* | 4 | -12 | . | 13
9 | O=C(O)/C=C/c1cnc[nH]1 | 7 | 4 | 6 | 1 | -1 | 6 | 2 | -1
10 | COc1ccccc1OCC(O)CNc1c(C)c(C)nc2cc(-c3nccn3C)nn12 (centres undefined) | -31 | -1 | 0 | -2 | -2 | -6 | -14 | -9

Full records as entered above. Order of values: USP8 inh, USP7 inh, USP30 block, USP10 block, UCHL1 block, OTUD3 inh, USP17 block, USP28 inh
COc1ccccc1OCC(O)CNc1c(C)c(C)nc2cc(-c3nccn3C)nn12 (centres undefined) is listed as -31, -1, 0, -2, -2, -6, -14, -9
COc1cc(=O)n2c(c1C(=O)Nc1ccc(F)c(C)c1)CCCC2 is listed as -44, -2, -11, -1, -3, -11, -13, -5
CC(=O)c1ccc(NS(=O)(=O)c2c(C(=O)N3CCC(C)CC3)c(C)n(C)c2C)cc1 is listed as -12, -5, -12, 1, -3, -5, -7, -7
CN1CCN(c2ccc(S(=O)(=O)N3CCCCC3)cc2NC(=O)Cc2ccc(Cl)cc2)CC1 is listed as -144, 2, 17, -4, 7, 5, 8, 9
CN(C)C(=O)c1sc2ccccc2c1C1CCN(S(=O)(=O)c2cnn(C)c2)C1 (centres undefined) is listed as 0, 1, 10, -3, -2, 11, 1, 1

Further compounds follow.
# | structure | USP8 inh | USP7 inh | USP30 block | USP10 block | UCHL1 block | OTUD3 inh | USP17 block | USP28 inh
11 | CCn1c(CSc2ccccn2)nc2cc(S(=O)(=O)N(C)C)ccc21 | -13 | -6 | -40 | -8 | -8 | -11 | -14 | 7
12 | CS(=O)(=O)CS(=O)(=O)Oc1ccc(Br)cc1 | -6 | -8 | -24 | -2 | 4 | -9 | -8 | -14
13 | CC(NC(=O)COc1ccc2ccccc2c1)C(=O)O (centres undefined) | 7 | 1 | 2 | 0 | -1 | -13 | 0 | -8
14 | COc1ccc(CCN2C(=O)CSC2c2ccc(F)cc2)cc1OC (centres undefined) | -1 | -5 | -11 | -1 | 0 | -6 | -5 | -5
15 | O=c1cc(-c2ccc(F)cc2)oc2ccc(F)cc12 | 7 | 5 | 0 | 3 | -1 | -2 | 31* | -10
16 | Cc1cc(C)c2cc(CN(C(=O)Nc3ccc(Cl)cc3)C3CCCC3)c(=O)[nH]c2c1 | 24 | -3 | 36* | 26 | -5 | -3 | 8 | -6
17 | COc1ccc(Cl)cc1S(=O)(=O)N1CCN(C(=O)c2cc(C)[nH]n2)CC1 | -4 | -1 | -2 | 0 | -2 | -2 | -5 | -4
18 | Cc1ccc(NC(=O)c2nnc(C3CCCN3C(=O)C(C)C)s2)cc1 (centres undefined) | -32 | -13 | 21 | -1 | -1 | 0 | 1 | 11
19 | COc1ccc(-n2nc(C)c3c2NC(=O)CC3C(=O)c2ccc(Cl)s2)cc1 (centres undefined) | -9 | -10 | -17 | -1 | 0 | -8 | -12 | -17
20 | CSc1ncccc1C(=O)Nc1ccnn1C(C)c1ccncc1 (centres undefined) | -148 | -6 | -23 | -10 | -7 | -12 | -35 | -28
21 | Cc1nc(C)c(-c2nc(-c3ccc4c(c3)[nH]c(=O)n4C3CCCC3)no2)s1 | -2 | -15 | -334 | -8 | -7 | -73 | -11 | -102
22 | CC1CCCCN1C(=O)CSc1nnc(-c2ccco2)o1 (centres undefined) | -12 | -6 | -52 | -4 | -4 | -16 | -13 | -18
23 | CCOc1ccc2ncc(S(=O)(=O)c3ccc(OC)cc3)c(N3CCC4(CC3)OCCO4)c2c1 | -13 | 4 | 7 | 1 | 9 | 9 | 5 | 0
24 | CCN(c1ccccc1)S(=O)(=O)c1ccc(OC)c(NC(=O)/C=C/c2ccc(S(=O)(=O)N3CCOCC3)cc2)c1 | -22 | -1 | -47 | -7 | -6 | -21 | -23 | -23
25 | CCC(=O)N1CCCC2(C/C=C/CNC(=O)c3ccccc3OCCN(C)C2=O)C1 (centres undefined) | 0 | 2 | 2 | -1 | -1 | -4 | -5 | -2
26 | O=C(N[C@H](CO)Cc1ccccc1)c1nc(-c2ccc3cc[nH]c3c2)no1 | 3 | 5 | -1 | 3 | 6 | 6 | 9 | 15
27 | Cc1nc(C(=O)N2C[C@H]3CC(Oc4ccccc4)C[C@H]3C2)co1 (some centres undefined) | 3 | -5 | 8 | -4 | 1 | 8 | 3 | -8
28 | O=C(N[C@H]1[C@H](O)[C@H](O)C[C@@H]1c1ccc(C(F)(F)F)cc1)C1CCC1 | -5 | -8 | 3 | 0 | -2 | -3 | -5 | -7
29 | CCc1nc2ccc(C(=O)NCc3ccc(OC)cc3)cc2nc1CC | 3 | -5 | -7 | -6 | -2 | 2 | 12 | 11
30 | O=C(NCc1ccccc1)c1cc(S(=O)(=O)N2CCCCC2)ccc1N1CCOCC1 | 0 | 0 | 0 | 1 | 1 | 4 | 0 | 0
31 | Cn1cc(-c2cnc(N3CCOCC3)nc2)cc1C(=O)N1CCN(c2ccccc2)CC1 | -150 | 3 | -33 | -5 | 3 | -1 | 0 | -4
32 | O=S(=O)(c1ccccc1)N1CCC2(CN(CCc3ccccc3)C2)C1 | -44 | -1 | 7 | -5 | 1 | 5 | 1 | 1
33 | CCCCOC(=O)c1c(C)oc2c1cc(NS(=O)(=O)c1ccc(CC)cc1)c1ccccc12 | 45* | 1 | -51 | 9 | 2 | -5 | 14 | -5
34 | Cc1cc(CSc2ncccc2C(=O)Nc2ccnn2Cc2ccccn2)no1 | -56 | -1 | -21 | -3 | -3 | -6 | -27 | -12
35 | Cc1ccc(CNc2nc3nc(C)c(CCC(=O)N4CCC(C)CC4)c(=O)n3[nH]2)cc1 | -9 | -3 | -1 | 2 | -2 | -4 | -2 | -8
36 | COc1ccc(C(=O)N2CCc3nc(C(=O)N4CCCC4)sc3CC2)cc1 | -23 | -6 | 2 | 2 | 1 | -2 | -7 | -3
37 | CCCCCCCCCC(CCCCCCCCCC(=O)O)O[C@H]1O[C@@H](COC(C)=O)[C@H](O)[C@@H](O)[C@H]1OC(=O)CC(=O)O (some centres undefined) | 11 | 0 | 53* | 68* | 3 | 22 | 42* | 41*
38 | Cc1cc(F)ccc1S(=O)(=O)Nc1ccccc1C(=O)N1CCC(C)CC1 | -18 | -9 | -15 | 5 | 3 | -5 | -18 | -5
39 | COc1cc(-c2nnc(CSc3ccc(C(F)(F)F)cn3)o2)cc(OC)c1OC | 5 | 1 | 38* | -6 | 1 | -1 | 27 | 13
40 | CCOC(=O)C1(Cc2cc(-c3ccccc3F)no2)CCN(CC)CC1 | -4 | -7 | -4 | -3 | -2 | 0 | -13 | -6

3 entries already listed, arranged by their value in USP28 inh, high to low:
# | structure | USP8 inh | USP7 inh | USP30 block | USP10 block | UCHL1 block | OTUD3 inh | USP17 block | USP28 inh
11 | CCn1c(CSc2ccccn2)nc2cc(S(=O)(=O)N(C)C)ccc21 | -13 | -6 | -40 | -8 | -8 | -11 | -14 | 7
36 | COc1ccc(C(=O)N2CCc3nc(C(=O)N4CCCC4)sc3CC2)cc1 | -23 | -6 | 2 | 2 | 1 | -2 | -7 | -3
31 | Cn1cc(-c2cnc(N3CCOCC3)nc2)cc1C(=O)N1CCN(c2ccccc2)CC1 | -150 | 3 | -33 | -5 | 3 | -1 | 0 | -4

Continuation:
# | structure | USP8 inh | USP7 inh | USP30 block | USP10 block | UCHL1 block | OTUD3 inh | USP17 block | USP28 inh
41 | Cc1cc(C(N)=O)nc(C2(C)CCCN2C(=O)c2ccc(F)cc2)n1 (centres undefined) | -13 | -35 | -26 | 1 | -3 | 1 | -39 | -5
42 | O=C(Cn1cccc(S(=O)(=O)N2CCCC2)c1=O)Nc1ccccc1 | -13 | -13 | -108 | -4 | -13 | -50 | -38 | -36
43 | CCN1C(=O)[C@H]2CN(CC(C)C)C[C@H]2C12CCN(C(=O)Nc1ccc(F)cc1)CC2 | -67 | 0 | -10 | -3 | -1 | -1 | -23 | -7
44 | Cc1ccc(C(=O)N2CCC(c3nc4ccc(F)cc4cc3C(N)=O)CC2)cn1 | -13 | 1 | 1 | -1 | -3 | 0 | -8 | 1
45 | COc1cc(OC)cc(C(=O)Nc2nnc3ccccn23)c1 | -141 | 0 | 0 | -2 | -3 | 5 | -35 | 23
46 | O=[N+]([O-])c1ccc2c(c1)nc1n2CCN(Cc2ccco2)C1 | 13 | 2 | 42* | 9 | 9 | 22 | 61* | 43*
47 | O=C(NCC(O)c1ccccc1)c1ccc(Cl)c(S(=O)(=O)N2CCOCC2)c1 (centres undefined) | 0 | -5 | -18 | 0 | 2 | 1 | -3 | -5
48 | Cc1nnc(-c2cc(S(=O)(=O)Nc3ccccc3Cl)c[nH]2)o1 | 1 | -2 | -76 | 0 | -1 | -5 | -32 | -7
49 | CC1=N[C@@]2(CC[C@@H]3CN(c4ncccn4)C[C@@H]32)C(=O)N1CC1CC1 | -23 | 0 | 2 | -3 | -2 | -3 | -7 | 0
50 | COc1ccc2c(=O)c3c(oc2c1)C(=O)N(CCN1CCOCC1)C3c1cccc(F)c1 (centres undefined) | 0 | 1 | 21 | 0 | 3 | 17 | 7 | 11
51 | O=C(COc1ccc(C(=O)c2ccccc2)cc1)Nc1ccc2c(c1)OCO2 | -18 | 4 | 15 | 5 | 3 | 0 | 0 | 23
52 | Cc1scc2nc(C(C)C)nc(N3CCC(C(=O)NC4CC4)CC3)c12 | -55 | -12 | -303 | -9 | -10 | -64 | -94 | -62
53 | CC1Oc2ccccc2C=C1/C=C(\NC(=O)c1ccc(Cl)cc1)C(=O)NCc1ccco1 (centres undefined) | -16 | -26 | -302 | -7 | -6 | -88 | -70 | -55
54 | CC(C)Nc1ncnc2c1c(C(=O)N1CCCC1)c1ccccn12 | 56* | -51 | -236 | -7 | -40 | -57 | 21 | -42
55 | O=C(Nc1cccc(C(=O)NC2CC2)c1)c1ccc2c(c1)CC(c1ccccc1)OC2=O (centres undefined) | -95 | 2 | 0 | 10 | 3 | 4 | -12 | 8
56 | COc1ccc2c(c1)[nH]c1c(N3CCN(C4CCCCC4)CC3)ncnc12 | -3 | 3 | 5 | -1 | 0 | -13 | -12 | -15
57 | O=C(CSc1cn(CC(=O)N2CCCCCC2)c2ccccc12)Nc1ccccc1 | -12 | 4 | 25 | 2 | 3 | 11 | 2 | 8
58 | C=C1C(=O)O[C@H]2C[C@@H](C)[C@@H]3[C@@H](OC(C)=O)C[C@@H](O)[C@@]3(C)[C@@H](OC(C)=O)[C@H]12 | 6 | 6 | 20 | 3 | 1 | -1 | 1 | -4
59 | Cc1nn(-c2ccccc2)c2c1C(c1cccnc1)c1c(ncn3nc(-c4cccc5ccccc45)nc13)O2 (centres undefined) | 16 | 9 | 24 | 8 | 9 | 11 | 16 | 9
60 | Cc1ccc(-n2nc(C)c3nc(CCC(=O)NC4CC4)c(=O)n(C)c32)cc1 | -1 | -5 | 11 | 1 | 0 | 10 | 0 | 9
61 | Cc1ccc(N2CC(C(=O)Nc3ccccn3)CC2=O)cc1 (centres undefined) | 7 | 1 | 12 | 2 | 1 | 5 | 8 | 3
62 | Cc1c(C(=O)Nc2ccc(Oc3ccccc3)cc2)nnn1-c1cccc(Cl)c1 | 13 | 5 | 25 | 9 | 4 | 17 | 16 | 50*
63 | COc1ccc(C(=O)N2CCC(n3c(=O)[nH]c4cncnc43)C2)cc1F (centres undefined) | -4 | -1 | -8 | 0 | -1 | -1 | -7 | -9
64 | O=C(CC(c1cccc(F)c1)n1cccc1)Nc1ccc2c(c1)OCCO2 (centres undefined) | -37 | -9 | 1 | 11 | 0 | -2 | 2 | 1
